RPL19A TOR yeast: RPL19A-GFP expression modulators in yeast, primary screen, cell-based, S. cerevisiae, multiplex flow cytometry, MLPCN; S. cerevisiae RPL19A-GFP strain, 3 h; active compounds read low; percent response vs DMSO, % at 10 µM; 330,000 tested, 0.3% active;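 active = percent response vs DMSO below 50%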;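 also: median channel GFP fluorescence of the barcoded RPL19A-GFP strain; ratio of sample median GFP to plate DMSO average so 100% = DMSO; lower means less RPL19A-GFP as with rapamycin TOR inhibition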
AHR activator: AHR activators, primary screen, cell-based, luminescence, luciferase reporter, human; AHR-responsive luciferase reporter cells; activation, % at 5 µM; 320,000 tested, 2.5% active; AID 2796, 2010; in the data active = activation above about 47%;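 also: 0% = vehicle wells and 100% = reference agonist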
Target sequence (P35869 whole entry, looked up): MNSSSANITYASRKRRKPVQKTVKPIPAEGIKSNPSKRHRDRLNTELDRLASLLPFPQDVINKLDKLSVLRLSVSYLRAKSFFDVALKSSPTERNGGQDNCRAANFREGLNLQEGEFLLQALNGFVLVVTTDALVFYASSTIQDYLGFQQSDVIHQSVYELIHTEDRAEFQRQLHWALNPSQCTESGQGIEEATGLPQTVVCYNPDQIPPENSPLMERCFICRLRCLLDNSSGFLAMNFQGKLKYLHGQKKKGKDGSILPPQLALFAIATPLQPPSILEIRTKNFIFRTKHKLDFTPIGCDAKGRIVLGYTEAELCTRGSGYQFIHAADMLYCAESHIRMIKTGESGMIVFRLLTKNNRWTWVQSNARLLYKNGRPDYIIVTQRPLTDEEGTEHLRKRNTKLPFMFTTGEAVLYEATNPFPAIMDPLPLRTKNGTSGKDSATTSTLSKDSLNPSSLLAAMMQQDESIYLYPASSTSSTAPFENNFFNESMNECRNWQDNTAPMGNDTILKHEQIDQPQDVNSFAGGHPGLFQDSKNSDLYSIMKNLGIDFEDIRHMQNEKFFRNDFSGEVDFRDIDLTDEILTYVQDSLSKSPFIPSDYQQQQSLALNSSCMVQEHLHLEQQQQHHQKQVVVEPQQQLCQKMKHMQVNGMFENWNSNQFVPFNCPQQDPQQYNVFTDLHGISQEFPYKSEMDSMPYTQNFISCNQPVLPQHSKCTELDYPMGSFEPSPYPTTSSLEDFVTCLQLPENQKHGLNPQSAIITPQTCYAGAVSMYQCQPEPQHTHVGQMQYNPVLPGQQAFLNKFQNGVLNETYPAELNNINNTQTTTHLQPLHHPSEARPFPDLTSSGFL
LAP4 TOR yeast: modulators of LAP4-GFP expression in yeast, primary screen, S. cerevisiae, multiplex flow cytometry, MLPCN library; AID 2023, 2009; 3 h; median GFP as percent of DMSO wells; 320,000 tested, 0.34% active; GFP response vs DMSO, % at 10 µM;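 active = GFP response vs DMSO above a set limit, about the screen mean plus 3 SD, cut at about 150% in these data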
AGP1 TOR yeast: modulators of AGP1-GFP expression in yeast TOR pathway, primary screen, cell-based, multiplex flow cytometry, S. cerevisiae, MLPCN library; 320,000 tested, 0.02% active; GFP response vs DMSO, % at 10 µM; 3 h; GFP as percent of DMSO wells; AID 2066, 2009;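 active = GFP response relative to DMSO above a set limit, near screen average plus 3 SD, cut at about 150% in these data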;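 also: median GFP channel fluorescence of the gated AGP1 strain per well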
proCasp3 act: activators of human procaspase-3 D3A mutant, primary screen, biochemical, absorbance, PC-3 D3A mutant, single concentration. Caspase-3 (Homo sapiens), P42574. recombinant procaspase-3 D3A, Ac-DEVD-pNA absorbance 405 nm. activation, % at 8.5 µM. 330,000 tested, 0.11% active;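 active = activation above the mean of all tested compounds plus 3 SD, cut at about 21% in these data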;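 also: 0% = DMSO alone and 100% = DMSO wells spiked with extra 5 µM PC-3 D3A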
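Assay system: Procaspase-3 D3A mutant, all three cleavage aspartates alanine. Buffer or medium: Zinc-free HEPES saline buffer with Triton X-100. Times: 1 h compound preincubation, 2 h substrate hydrolysis at 25 °C. Measured by: 405 nm absorbance of p-nitroaniline, reads at 0 and 120 min. Read-out basis: percent activation relative to control range. Replicates: singlicate.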
MEP2 TOR yeast: modulators of MEP2-GFP levels in yeast, primary screen, S. cerevisiae, multiplex flow cytometry, MLPCN library; S. cerevisiae MEP2-GFP strain, 3 h; 100% = DMSO control level; GFP response vs DMSO, % at 10 µM; 330,000 tested, 0.51% active;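 active = GFP response versus DMSO above a set limit, roughly screen mean plus 3 SD, cut at about 180% in these data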;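 also: median GFP fluorescence of the barcode-gated MEP2-GFP cells per well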
procasp7 counter: procaspase-7 activators, primary screen, counter-screen for procaspase-3 activator project, biochemical, absorbance, HTS, human; Caspase-7 (Homo sapiens), P55210; recombinant procaspase-7, Ac-DEVD-pNA absorbance 405 nm; D23A/D198A/D206A triple mutant, cannot self-cleave; scale: DMSO 0, 5 µM enzyme 100; activation, % at 8.5 µM; 330,000 tested, 0.093% active; AID 463210, 2010;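 active = percent activation above the screen-wide mean plus 3 SD, cut at about 25% in these data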
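Assay system: Uncleavable procaspase-7 mutant enzyme | Input: 2 µM procaspase-7 mutant as dispensed | Timing: 1 h compound preincubation, 2 h substrate cleavage, 25 °C | Repeats: One well per compound | Control set: DMSO wells as 0%, DMSO with 5 µM added PC-7 as 100% | Technique: Epi-absorbance of released pNA at 405 nm, two timepoints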
CIT2-GFP yeast: modulators of CIT2-GFP expression in yeast, primary screen, S. cerevisiae, GFP fusion, multiplex flow cytometry, MLPCN library. GFP response vs DMSO, % at 10 µM. 320,000 tested, 0.065% active. S. cerevisiae CIT2-GFP strain, 3 h; 100 means same as DMSO wells;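 active = GFP response relative to DMSO above a set limit, near the screen mean plus 3 SD, cut at about 150% in these data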;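 also: ratio of well median GFP fluorescence to mean of DMSO wells on the plate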
* marks the source's active call; other numbers are inactive results; / = no result given.

Below each SMILES – RPL19A TOR yeast	AHR activator	LAP4 TOR yeast	AGP1 TOR yeast	proCasp3 act	MEP2 TOR yeast	procasp7 counter	CIT2-GFP yeast
CCOc1cc2c(C#N)c(N3CCOCC3)nc(N)c2c(N)n1
→ 93	10	93	/	-1	100	17	97
COc1ccccc1CNC(=O)c1cccc(S(=O)(=O)N2CCN(c3ccc(F)cc3)CC2)c1
→ 96	0	109	98	3	100	3	87
Cn1c(N)c(C(=O)COC(=O)CCCN2C(=O)c3ccccc3C2=O)c(=O)n(C)c1=O
→ 100	1	104	103	3	101	-2	104
CCCC(=O)Nc1cc(-c2cn3cccnc3n2)ccc1OC
→ 100	16	98	106	6	103	0	101
COc1ccc(C2SCCN2S(=O)(=O)c2ccccc2)cc1OC (stereo unspecified)
→ 98	3	97	102	6	106	8	94
CC(C)c1cc(-c2cc(-c3ccccc3)on2)nc(NC2CCCC2)n1
→ 98	4	126	83	-6	89	-1	99
CCOc1ccc(NC(=O)C2CCCN(c3nc(C)cc(C)n3)C2)cc1 (stereo unspecified)
→ 101	1	101	99	3	101	5	105
O=C(NC1CCCCC1)NC1CC2CCCC(C1)N2C1CCCC1 (stereo unspecified)
→ 99	2	95	105	5	101	-6	94
CSc1ccccc1NC(=O)COC(=O)CSc1ccc(C)cc1
→ 96	-1	111	114	-4	99	-2	107
O=C1CCCC2=C1C(O)(C(F)(F)F)C(=O)N2Cc1ccccc1 (stereo unspecified)
→ 100	0	100	108	-4	99	15	103
CN(C)C(=O)CSc1nnc(-c2cccs2)n1-c1ccccc1
→ 102	1	102	103	1	95	5	103
CCc1ccc(NC(=O)Nc2cccc(OC)c2)cc1
→ 104	14	101	93	-2	103	-7	106
COCCNC(=O)C1CCC(CNS(=O)(=O)c2ccc3c(c2)CC(C)N3C(=O)C2CC2)CC1 (stereo unspecified)
→ 99	0	98	100	3	103	9	104
CCN(CC(=O)Nc1c(F)cccc1F)C(=O)Cc1c[nH]c2ccccc12
→ 99	16	98	98	8	103	7	96
Cc1cccn2c(=O)c(C=O)c(N3CCCCC3)nc12
→ 89	7	87	88	0	90	-8	83
C[C@H](N)c1nnc(SCC(=O)c2ccc(Cl)cc2)o1
→ 99	0	103	/	2	102	0	104
CCC(C)[C@H](NC(=O)N1CC(=O)Nc2ccccc21)C(=O)N[C@H](Cc1c[nH]c2ccccc12)C(=O)O (stereo partly specified)
→ 100	14	101	103	-1	96	-2	96
COc1ccc(N2CCN(C(c3cccs3)C(C)NC(=O)c3ccco3)CC2)cc1 (stereo unspecified)
→ 98	0	101	104	-7	104	3	98
COc1ccc(/C(O)=C2/C(=O)C(=O)N(c3ccccn3)C2c2cccc(Cl)c2)cc1 (stereo unspecified)
→ 101	-1	96	96	8	87	3	105
CCCc1cc2c(=O)c(-c3ccc4c(c3)OCCO4)coc2cc1OC(=O)c1ccco1
→ 100	3	100	102	-8	105	-4	96

A stretch of the results above, as a working copy:
Below each SMILES – RPL19A TOR yeast	AHR activator	LAP4 TOR yeast	AGP1 TOR yeast	proCasp3 act	MEP2 TOR yeast	procasp7 counter	CIT2-GFP yeast
CCOc1cc2c(C#N)c(N3CCOCC3)nc(N)c2c(N)n1
→ 93	10	93	/	-1	100	17	97
COc1ccccc1CNC(=O)c1cccc(S(=O)(=O)N2CCN(c3ccc(F)cc3)CC2)c1
→ 96	0	109	98	3	100	3	87
Cn1c(N)c(C(=O)COC(=O)CCCN2C(=O)c3ccccc3C2=O)c(=O)n(C)c1=O
→ 100	1	104	103	3	101	-2	104

Later entries.
Below each SMILES – RPL19A TOR yeast	AHR activator	LAP4 TOR yeast	AGP1 TOR yeast	proCasp3 act	MEP2 TOR yeast	procasp7 counter	CIT2-GFP yeast
CC(=O)NC(CCS(C)(=O)=O)C(=O)Nc1cc(C)ccc1C (stereo unspecified)
→ 99	0	100	101	-1	99	16	103
CC(C)OC(=O)CSc1nc(N2CCOCC2)c2c(c1C#N)CC(C)(C)OC2
→ 100	0	101	107	2	99	1	97
Cc1ccc(S(=O)(=O)NCC(c2ccco2)N2CCOCC2)cc1 (stereo unspecified)
→ 98	0	88	100	0	100	3	99
Cn1c(Cl)c(/C=N/OC(=O)C2CC2)c2ccccc21
→ 97	-3	96	97	-2	106	-3	101
COC(=O)c1ccc(-c2c(-c3ccccc3)ncc3cc(OC)c(OC)cc23)cc1
→ 98	3	95	97	-11	97	-3	89
COC(=O)CNC(=O)c1cccc(-c2ccc(OC)cc2)c1
→ 110	4	110	104	4	113	1	108
CC(=O)NS(=O)(=O)c1ccc(Nc2ccc([N+](=O)[O-])c3nonc23)cc1
→ 99	1	106	100	-7	98	-12	110
CC(OC(=O)CN1C(=O)COc2ccccc21)C(=O)NCc1ccc(F)cc1 (stereo unspecified)
→ 105	-1	91	103	-3	103	3	103
CCn1c(SCC(=O)NC2CCCC2)nnc1-c1ccccn1
→ 101	-2	101	99	5	97	6	101
CCCCNC(=O)N(O)C1N(/N=C/c2ccccc2OC)C(=S)SC1(C)C (stereo unspecified)
→ 105	5	95	101	0	108	5	100
O=C(O)C1C2C=CC(C2)C1C(=O)OC1CC2CCC1C2 (stereo unspecified)
→ 104	-1	98	103	9	101	6	107
CS(=O)(=O)N1CCC(C(=O)NCc2ccc(F)cc2)CC1
→ 99	-3	118	115	-7	107	-1	101
O=C(Cc1c[nH]c2ccccc12)NCc1ccccc1F
→ 92	9	94	89	-13	87	-6	90
CC(=O)N(c1ccc(N(C(C)=O)S(=O)(=O)c2cccs2)cc1)S(=O)(=O)c1cccs1
→ 102	0	95	103	1	102	11	/
CCOC(=O)Cc1nc2cc(Cl)ccc2o1
→ 98	2	106	99	0	95	-1	93
CS(=O)(=O)N(CC(=O)N1CCCC1)c1ccc(Cl)cc1
→ 101	0	86	97	-1	154	13	119
CCOC(=O)N1CCN(c2nnc(-c3ccccc3)c3ccccc23)CC1
→ 100	1	91	100	4	98	2	99
COc1cc(/C=C/C(=O)c2ccc(F)cc2)cc(OC)c1OC
→ 99	8	121	98	-9	98	5	96
CC1CCCCC1NC(=O)c1ccc(S(=O)(=O)NCC2CCCO2)cc1 (stereo unspecified)
→ 104	0	91	100	6	104	2	97
CC1(C)NC(=O)N(CCOCCOc2ccc3ccccc3c2Br)C1=O
→ 99	10	101	102	-1	107	15	98
CCOC(=O)c1c(NC(=O)CSc2nnnn2-c2ccc3c(c2)OCO3)sc(C)c1C
→ 98	4	100	98	-1	101	3	100
COc1ccc(C(=O)Nc2ccc3c(c2)nc(CN2CCCC2)n3C)cc1
→ 103	4	114	112	-4	109	2	105
COc1cc2c(cc1NC(=S)Nc1ccccc1C)oc1ccccc12
→ 100	19	101	98	-9	99	-16	98
CCOC(=O)C1CCCN(c2c(NCCc3ccc(C)cc3)c(=O)c2=O)C1 (stereo unspecified)
→ 98	0	100	95	7	91	7	84
COC(=O)c1c(-c2ccccc2)csc1NC1=NS(=O)(=O)c2ccccc21
→ 99	16	90	95	-4	100	-12	101
CCOC(=O)N1CCN(S(=O)(=O)c2ccc(OC)c(C(=O)N3CCCCC3)c2)CC1
→ 105	0	101	103	-1	103	6	103
CC1CCN(c2ccc(NC(=O)c3ccc(Br)o3)cc2)CC1
→ 93	4	98	93	2	95	5	91
COc1ccc(C(=O)OCC(=O)Nc2cc(S(=O)(=O)N3CCOCC3)ccc2N2CCCC2)cc1
→ 96	1	106	93	12	104	0	88
COc1ccc(-c2ccccc2NC(=O)C2CCCN(Cc3ccco3)C2)cc1 (stereo unspecified)
→ 105	15	105	106	5	111	3	109
COCCNC(=O)CN(C(=O)CCC(=O)Nc1ccccn1)c1ccccc1F
→ 92	0	91	93	0	93	-5	87
CCCSC(=S)c1c(C)[nH]n(-c2ccccc2)c1=O
→ 97	0	109	108	-13	101	-13	104
OC1(C#CCN2CCOCC2)CCCCC1
→ 103	-3	95	103	-3	98	17	101
COCCCNC(=O)C(=O)C1C(=O)Nc2ccccc21 (stereo unspecified)
→ 104	40	97	99	1	93	-5	78
Cc1ccc(S(=O)(=O)N2CCOCC2)cc1C(=O)Nc1nc(-c2ccccn2)cs1
→ 99	10	92	100	1	97	-20	106
Cc1ccccc1C(=O)NCCNC(=O)c1cnccn1
→ 102	-1	96	96	2	90	1	102
Nc1nonc1-n1nnc(C(=O)N/N=C/c2ccc(OCc3ccccc3)cc2)c1CNc1ccccc1
→ 98	1	96	97	6	100	1	98
CCOc1ccc(Cc2c(Cl)nc(SC)nc2OC)cc1
→ 102	0	97	99	2	99	-1	98
CCOC(=O)N1N=C(c2ccc(C)cc2)CC1(O)C(F)(F)F (stereo unspecified)
→ 100	5	103	99	7	97	7	99
Cc1ccc(S(=O)(=O)N2CCCOC2CNC(=O)C(=O)NCc2ccccn2)cc1 (stereo unspecified)
→ 104	3	99	102	-1	101	0	107
COc1ccc(OC)c(NC(=O)CSC2=C(C#N)C(c3ccco3)C3=C(CCCC3=O)N2)c1 (stereo unspecified)
→ 100	10	102	99	-4	103	3	102
Cc1ccccc1-n1c(=O)c2c(n3cnnc13)-c1ccccc1CC21CCCCC1
→ 96	3	89	92	14	92	1	90
COC(=O)COc1ccc(/C=N/NS(=O)(=O)c2ccccc2)cc1
→ 102	1	91	102	-11	98	-7	105
COc1ccc(CN2CCC(c3nc4ccc(Cl)cc4[nH]3)CC2)cc1
→ 105	1	106	102	-3	103	-3	107
S=C(c1c[nH]c2ccc(Br)cc12)N1CCOCC1
→ 91	-4	93	86	3	97	4	92
O=C(NCCc1ccccc1)C1CC1
→ 105	-1	92	98	10	102	5	106
COc1ccc(-c2nc3n(n2)C(c2ccccc2)C2=C(CCCC2=O)N3)cc1OC (stereo unspecified)
→ 95	2	104	98	3	99	9	94
Cc1c(C(=O)N2CCCc3ccccc32)sc2nc(-c3ccccc3)cn12
→ 94	-7	120	93	0	95	3	76
CCOC(=O)c1ccc(NC(=O)CN2C(=O)CSC2=O)cc1
→ 96	14	89	99	-1	94	22	99
CCCCCCCn1c(NC(=O)CC)nc2ccccc21
→ 98	1	120	95	-10	98	10	94
COc1ccc([N+](=O)[O-])cc1NC(=O)CCN1CCN(CCO)CC1
→ 101	-1	88	98	0	104	11	94
Cc1cc(Cl)ccc1OCC(=O)Nn1c(C)ccc1C
→ 101	4	97	103	3	102	4	101
COc1cccc(CCC(=O)N2CCC(n3nccc3NC(=O)CC(C)C)CC2)c1
→ 101	1	93	100	3	117	4	98
COc1ccccc1-c1nnc(NC(=O)Cc2ccccc2)o1
→ 101	11	100	103	-4	109	5	102
N#Cc1c(OCC(=O)c2ccccc2)nc2c(c1-c1ccco1)CCc1ccccc1-2
→ 101	21	110	99	1	98	-10	95
O=c1c2ccccc2ncn1Cc1ccc(Cl)c(Cl)c1
→ 104	2	97	93	2	104	-3	87
O=C(OCCn1cncn1)c1cc2ccccc2oc1=O
→ 100	1	106	99	0	110	8	108

Assay outcomes (PubChem BioAssay)
